# aGlu spleen mod = qHTS Assay for Inhibitors and Activators of Human alpha-Glucosidase From Spleen Homogenate | Potency, µM (titrated, usually from 79.9 µM), for the others: at the top dose activity change, negative = inhibition, hits mostly inhibitors | 0.006% of 240,000 active | human spleen homogenate, 4-MU-alpha-glucoside fluorescence;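 also: 0% = enzyme with vehicle and -100% = no enzyme basal signal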
#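 Enzyme source: human spleen homogenate, 1 ug/well. Buffer 50 mM citric acid/K phosphate pH 5.0, 0.01% Tween-20. 4-MU-alpha-glucoside 1 mM; 37 C x 40 min; NaOH/glycine stop; fluorescence.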
# HTT aggregate = qHTS Multiplex Assay to Identify Dual Action Probes in a Cell Model of Huntington: Aggregate Formation (GFP); PC12 HttQ103-GFP aggregates, Acumen cytometry, 40 h; Potency, µM (titrated, usually from 46.1 µM), for the others: at the top dose activity change, negative = inhibition, most hits filed as inhibitors; 1.1% of 220,000 active; also: % is scaled to controls: 0 for no effect and ±100 for the full control effect; nearly all actives have a fitted effect of over 60% in size
#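 Read-out: GFP aggregate count by laser scanning cytometer (488 nm excitation, 500-530 nm emission, 1–25 µm objects >6 SD above background). Cells: PC12, inducible HTTex1-Q103-GFP, 100 nM tebufenozide; compounds titrated.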
# GAA glycogen mod = qHTS Assay for Inhibitors and Activators of Human alpha-Glucosidase Cleavage of Glycogen; 0.38% of 300,000 active; AID 2100, 2009; recombinant GAA, glycogen substrate, Amplex Red glucose oxidase fluorescence; Potency, µM (doses to about 76.4 µM), for the others: at the highest dose activity change, negative = inhibition, hits mostly inhibitors; Lysosomal alpha-glucosidase (Homo sapiens), P10253;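 also: 0% = full enzyme reaction and -100% = no-enzyme basal signal; the screen sought inhibitors and activators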
#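 Recombinant enzyme (4 nM final) with compounds titrated up to 77 uM and bovine liver glycogen (30 ug) in citrate pH 5.0, 0.01% Tween-20, 37 C 40 min. Released glucose detected by Amplex Red/glucose oxidase (Ex 573/Em 610); AC50 from Hill fits.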
# RGS12 GoLoco inh = qHTS Assay for Inhibitors of RGS12 GoLoco Motif Activity (Red Fluorophore); Guanine nucleotide-binding protein G(i) subunit alpha-1 (Homo sapiens), P63096; Gai1:RGS12 GoLoco peptide FP, rhodamine, 10 min; Potency, µM (doses to about 61.6 µM), inactives show top-dose activity, negative = inhibition, actives largely listed as inhibitors; 0.44% of 230,000 active; AID 880, 2007; active = well fitted inhibition curve with a large enough effect, not every such curve was filed as active; inactive = no such curve, though single readings can be large or run the other way; also: % is scaled to controls: 0 for no effect and ±100 for the full control effect; nearly all actives have a fitted effect of over 30% in size; many of its hits are not listed in these tables
# Target sequence (P63096 whole entry, looked up): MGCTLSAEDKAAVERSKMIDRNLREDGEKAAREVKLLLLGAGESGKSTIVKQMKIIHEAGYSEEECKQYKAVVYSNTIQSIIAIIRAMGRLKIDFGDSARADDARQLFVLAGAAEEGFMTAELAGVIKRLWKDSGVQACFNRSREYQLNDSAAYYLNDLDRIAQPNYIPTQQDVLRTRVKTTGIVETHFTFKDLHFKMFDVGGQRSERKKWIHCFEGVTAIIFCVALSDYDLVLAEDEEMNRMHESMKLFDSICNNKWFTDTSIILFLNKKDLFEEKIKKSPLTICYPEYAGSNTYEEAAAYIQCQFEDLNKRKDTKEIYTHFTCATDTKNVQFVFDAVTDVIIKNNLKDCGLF
# HTT ATP protect = qHTS Multiplex Assay to Identify Dual Action Probes in a Cell Model of Huntington: Cytoprotection (ATP); PC12 HTT-Q103 induced, cytoprotection, ATP luminescence, 40 h; Potency, µM (doses to about 56.4 µM), without a hit: cytoprotection (ATP increase), most hits filed as activators; 0.14% of 230,000 active; AID 1471, 2008;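 also: % of control where 0% means no effect; nearly all actives have a fitted effect of over 45% in size; toxic huntingtin expression switched on by the ecdysone agonist tebufenozide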
#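 Huntington model: PC12 line, ecdysone-inducible HTTQ103 exon1–GFP, tebufenozide 100 nM. Test articles in a dose series. Endpoint luminescence from cellular ATP.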
# IMPase Li inh = qHTS Assay for Identifying the Cell-Membrane Permeable IMPase Inhibitors: Potentiation with Lithium; AID 1457, 2008; Potency, µM (top dose mostly 59.4 µM), without a hit: at the top dose activity, negative = IMPase inhibition, hits mostly inhibitors; CHO-M1 cells, IP1 TR-FRET (IP-One), carbachol + lithium; 0.35% of 210,000 active;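 also: IP1 builds up when IMPase is blocked and the TR-FRET signal falls; plate controls were basal vehicle for no effect and high inhibitor control for full effect; nearly all actives have a fitted effect of over 50% in size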
#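 Readout is a homogeneous TR-FRET IP1 immunoassay (Ex 320, Em 665 and 620), where raised cytosolic IP1 lowers signal. Cells were CHO-M1 treated 30 min at 37C with test compounds plus a little lithium; AC50 values came from Hill-equation fitting.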
# GAA inhib = qHTS Assay for Inhibitors of Human alpha-Glucosidase as a Potential Chaperone Treatment of Pompe Disease; Lysosomal alpha-glucosidase (Homo sapiens), P10253; purified human GAA, 4-MU-alpha-glucoside fluorescence; Potency, µM (top dose mostly 76.9 µM), for the others: top-dose activity change, negative = inhibition, hits mostly inhibitors; 0.005% of 200,000 active; AID 1466, 2008;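 also: plate controls were uninhibited enzyme wells for no effect and no-enzyme background for full effect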
#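 qHTS format, compound range up to 77 uM. Human lysosomal enzyme at 4 nM, 400 uM 4-MU glucoside substrate, pH 5.0, 20 min room temperature; fluorescence after alkaline stop gives activity normalized to controls.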
# * marks the source's active call; other numbers are inactive results; ? = inconclusive; / = no result given; [ ] = remark or other dose. Unless noted, calls follow the shape of the dose curve; as a rule, active = well fitted curve in the direction sought with a large enough effect; inconclusive = small, poorly fitted or top-dose-only effect, or another doubt; inactive = no such curve, though single readings can be large; an effect the other way counts as inactive or inconclusive. Potency is read from the fitted curve at half-maximal effect. An excerpt. The share of hits here may be higher or lower than overall.
# A first look, 3 compounds:
Molecule,aGlu spleen mod,HTT aggregate,GAA glycogen mod,RGS12 GoLoco inh,HTT ATP protect,IMPase Li inh,GAA inhib
O=C(CSc1nnc(CNC(=O)C23CC4CC(CC(C4)C2)C3)n1-c1ccc(F)cc1)Nc1ccc(F)cc1,-12.8%,?,-0.1%,0.9%,-2.9%[10 µM],4.3%,5.3%
CCOC(=O)c1c(-c2cccs2)csc1N,-0.6%,-9.2%[9.22 µM],?,18.4%,8.1%[10 µM],-1.6%,-2.7%
Cc1c(Cl)cccc1NC(=O)c1ccc(-n2ccnc2)nc1,-2.5%,-11.5%,10.3%,10.9%,-29.7%,4.9%[38.3 µM],-13.2%

# Results, previewed entries included:
Molecule,aGlu spleen mod,HTT aggregate,GAA glycogen mod,RGS12 GoLoco inh,HTT ATP protect,IMPase Li inh,GAA inhib
O=C(CSc1nnc(CNC(=O)C23CC4CC(CC(C4)C2)C3)n1-c1ccc(F)cc1)Nc1ccc(F)cc1,-12.8%,?,-0.1%,0.9%,-2.9%[10 µM],4.3%,5.3%
CCOC(=O)c1c(-c2cccs2)csc1N,-0.6%,-9.2%[9.22 µM],?,18.4%,8.1%[10 µM],-1.6%,-2.7%
Cc1c(Cl)cccc1NC(=O)c1ccc(-n2ccnc2)nc1,-2.5%,-11.5%,10.3%,10.9%,-29.7%,4.9%[38.3 µM],-13.2%
COC(=O)c1cccc(-n2nnnc2SCC(=O)Nc2cc(C)on2)c1,-2.0%,-5.9%,6.2%,/,-4.8%,/,-0.6%
O=C(Cc1cccs1)NCCCc1ccccc1,-1.9%,-1.6%[9.22 µM],-6.2%,1.8%,5.1%[10 µM],8.8%,-6.1%
COc1ccc(/C=C/C(=O)Nc2c(C)nn(C)c2C)cc1COc1ccc(Br)cc1,1.5%,-24.2%,-19.8%,13.6%,30.0%[1.9 µM],16.8%,-1.6%
CC(=O)N1N=C(c2ccc(Br)cc2)CC1c1cn(C)c2ccccc12 (stereo not drawn),8.3%,-11.7%,1.9%,2.3%,39.3%[10 µM],-3.1%,0.2%
O=C(O)c1ccccc1Sc1c([N+](=O)[O-])cc(C(F)(F)F)cc1[N+](=O)[O-],-14.7%,?,3.8%,8.2%,-14.9%,-1.0%,-0.8%
Cc1ccc(C(=O)Oc2cccnc2)cc1[N+](=O)[O-],0.1%,-2.5%,-3.4%,3.7%,-11.2%[10 µM],-0.6%,12.1%
CSCCC(C(=O)N1C[C@]2(C)C[C@H]1CC(C)(C)C2)N1C(=O)c2ccccc2C1=O (stereo partly drawn),-1.2%,-7.8%,-5.4%,8.2%,-2.3%,8.2%[38.3 µM],?
COc1ccc(-n2nc3cc(C)c(NC(=O)c4cccnc4)cc3n2)cc1,3.6%,-3.5%,5.9%,6.2%,-6.0%,25.3%[38.3 µM],7.6%
CC(=O)c1cc(OC(=O)c2ccncc2)ccc1OC(=O)c1ccncc1,-12.5%,-10.2%,-29.8%,0.0%,5.6%[10 µM],6.9%[38.3 µM],-5.2%
O=C1OCCN1C(=O)[C@H]1[C@H](c2ccc(Cl)cc2)C(c2ccccc2)=NN1c1ccccc1,0.5%,/,/,11.2%,-128.4%[inhibitor],-4.0%,/
COc1ccc(NCC(=O)N/N=C/c2cc([N+](=O)[O-])ccc2N2CCCC2)cc1,-9.3%,39.8%,-6.0%,-1.5%,/,6.3%,-12.4%
O=C(NC1(C(F)(F)F)N=C2SCCN2C1=O)c1cccnc1 (stereo not drawn),-1.4%,0.8%,4.8%,-12.9%,12.6%[10 µM],-1.8%,-3.4%
CC1(C)CC(=O)C(CC2=C(O)CC(C)(C)CC2=O)C(=O)C1,-4.2%,11.8%,0.9%,-4.2%,-14.4%,-5.1%[38.3 µM],-1.6%
Cn1c(NC(=O)c2ccc(Br)o2)cc(=O)n(C)c1=O,-1.3%,7.5%,3.7%,9.9%,-12.7%,16.9%[38.3 µM],-11.0%
O=C(NNc1cccc(Cl)n1)Nc1ccccc1Cl,-1.2%,-4.6%,-10.6%,5.2%,-3.7%,-0.6%[38.3 µM],6.5%
CCCn1c(=O)[nH]c(=O)c2c1nc(-c1cccs1)n2CCOC,-1.4%,-4.3%,8.1%,5.4%,-12.7%,-4.3%,4.6%
Cc1nc2ccccc2nc1OCC(=O)Nc1ccccc1,-1.0%,-13.2%,11.0%,4.2%,-44.4%[inhibitor],-4.0%,-6.6%
CC(C)(C)c1ccc(OCCNC(=S)NC(=O)c2cccnc2)cc1,-7.2%,12.4%,3.8%,-1.7%,/,3.2%,7.2%
CC1=C(C(=O)N(C)C)C(c2ccc(N3CCOCC3)cc2)NC(=O)N1 (stereo not drawn),-8.9%,2.5%,-1.3%,18.3%,-8.2%,-5.9%,-9.7%
CC(=O)NCCCc1nc2ccccc2n1Cc1ccccc1C,-6.1%,-15.3%,7.0%,9.3%,15.8%,17.6%[38.3 µM],-6.6%
Fc1cccc(/C=N/NC(=S)Nc2ccccc2Cl)c1,-6.0%,-1.9%,-1.2%,3.6%,15.2%[1.9 µM],2.7%,0.6%
CCC(=O)c1ccc(OC(C)C(=O)NC2(C#N)CCCCC2)cc1 (stereo not drawn),9.1%,7.7%,-11.6%,3.5%,21.0%[10 µM],8.4%,1.5%
CCOC(=O)N1CCC(NC(=S)Nc2ccc3nc(N4CCN(CC)CC4)cc(C)c3c2)CC1,4.1%,-9.7%,-12.4%,-5.2%,-39.5%[inhibitor],7.3%,-7.5%
CCCOc1ccc(N2CC(C(=O)NCCc3ccc(OC)c(OC)c3)CC2=O)cc1 (stereo not drawn),0.4%,4.5%,-3.7%,6.9%,-7.6%,6.9%,4.6%
Cc1cc2nccc(-c3cccnc3)n2n1,-3.1%,-20.9%,-6.8%,2.3%,-5.7%[10 µM],-2.8%,4.5%
CCCCN(CCCC)c1nc(OC)nc(-n2nnc(C(C)=O)c2C)n1,-14.8%,-22.3%,-6.7%,6.3%,-50.3%[inhibitor],7.0%[38.3 µM],-11.7%
CCOc1ccc(/C=C2\N=C(c3cccs3)OC2=O)cc1OC,-0.4%,-6.7%,6.5%,-30.5%,8.7%[10 µM],7.0%,-31.9%

# Following part.
structure,aGlu spleen mod,HTT aggregate,GAA glycogen mod,RGS12 GoLoco inh,HTT ATP protect,IMPase Li inh,GAA inhib
O=C(O)CC1S/C(=N/N=C/c2ccc([N+](=O)[O-])cc2)N(c2ccc(O)cc2)C1=O (stereo not drawn),5.7%,0.3%[9.22 µM],-13.6%,15.1%,-29.3%[1.9 µM],2.1%,9.7%
COc1ccc(NC(=O)C(CCS(C)(=O)=O)NC(C)=O)cc1 (stereo not drawn),7.6%,2.5%,3.4%,-6.9%,11.0%,-7.8%[38.3 µM],-9.8%
N=c1n(CCc2ccccc2)c2ccccc2n1Cc1ccccc1F,-2.6%,9.3%,-2.8%,6.3%,/,7.7%,-1.8%
Cc1c(Cl)cccc1NC(CC(=O)c1ccccc1)C(=O)OCC(=O)c1cccs1 (stereo not drawn),6.0%,?,3.1%,/,12.5%[10 µM],/,7.5%
Cc1ccc(-n2c(SCC(=O)Nc3ccc(C(=O)O)cc3)nnc2-c2ccncc2)cc1,6.0%,10.7%[9.22 µM],3.3%,8.5%,1.2%[10 µM],/,/
COc1ccc(C(=O)NC=C2C(=O)OC(C)(C)OC2=O)cc1,-6.2%,-15.9%,-7.0%,10.1%,-34.6%,-5.1%,1.3%
COCCCn1c(-c2ccccc2)nc2ccccc2c1=O,-5.6%,0.4%,-2.1%,-0.9%,7.0%,-5.7%[38.3 µM],-7.7%
Nc1cc2c(cc1C(=O)c1ccccc1)OCCO2,0.0%,-24.9%,-10.1%,9.7%,-21.9%,-3.1%[38.3 µM],-2.6%
COC(=O)CSc1nc2cc3c(cc2cc1C)OCO3,-8.5%,7.1%[9.22 µM],-1.8%,11.6%,9.8%[10 µM],6.7%,0.3%
COc1ccc(-n2nc3c(c2NC(=O)c2c(-c4ccccc4Cl)noc2C)CS(=O)(=O)C3)cc1,-3.0%,?,0.5%,-3.3%,-1.6%[10 µM],13.7%,?
O=C1NC2=C(C(=O)OC2)C(c2ccc(OC(F)(F)F)cc2)N1 (stereo not drawn),-1.1%,12.6%[9.22 µM],2.2%,-6.9%,-12.6%[10 µM],/,/
Clc1ccc(-c2nn3c(-c4ccccc4)nnc3s2)cc1,7.5%,-16.2%[9.22 µM],5.8%,9.8%,-24.9%[0.074 µM],?,-10.9%
Cc1cc(S(=O)(=O)N2CCN(c3ccc(F)cc3)CC2)c(C)s1,-6.8%,?,5.7%,3.4%,-3.0%,-1.2%[38.3 µM],-5.1%[15.4 µM]
CC(=O)NN1C(=O)c2ccccc2NC1c1ccco1 (stereo not drawn),-1.4%,16.2%,-0.3%,5.6%,5.6%,-2.6%,?
CCN(CCNC(=O)c1cc(C)nn1-c1ccccc1)c1ccccc1,-12.6%,-4.0%,-3.9%,-7.6%,15.0%[10 µM],34.6%[activator][38.3 µM],-0.4%
COc1ccc(N(CC(=O)Nc2ccc3c(c2)OCO3)S(=O)(=O)c2ccccc2)cc1,-2.6%,/,-1.8%,29.3%,/,11.8%,?
COc1ccc2c(c1OC)CN(C)CCc1cc3c(cc1C(O)C2)OCO3 (stereo not drawn),-3.1%,-10.4%,3.4%,-7.7%,6.6%[10 µM],5.7%[38.3 µM],-4.5%
O=C(c1cc2ccccc2oc1=O)N(c1ccc(Cl)cc1)C1C=CS(=O)(=O)C1 (stereo not drawn),-5.5%,?,-0.4%,13.0%,/,6.3%,1.2%
